# From PubChem BioAssay
# LYPLA2 inh = blocks human lysophospholipase 2, a PME1 counter-screen; 320,000 tested, 0.38% active; recombinant LYPLA2, FP-Rh probe fluorescence polarization; inhibition, % at 5.9 µM;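 active = inhibition above the screen-wide mean plus 3 SD, limit set per campaign, cut at about 26% in these data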;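 note: 0% = LYPLA2 with DMSO and 100% = wells lacking LYPLA2 enzyme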
# Target sequence (O95372 whole entry, looked up): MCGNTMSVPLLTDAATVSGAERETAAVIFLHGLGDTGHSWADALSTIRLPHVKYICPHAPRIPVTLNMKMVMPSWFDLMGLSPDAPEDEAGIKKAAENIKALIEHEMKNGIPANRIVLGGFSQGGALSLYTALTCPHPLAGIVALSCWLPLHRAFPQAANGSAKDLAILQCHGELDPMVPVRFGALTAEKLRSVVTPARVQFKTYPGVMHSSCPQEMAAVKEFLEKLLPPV
# PAFAH1B2 FP inh = blocks human PAF acetylhydrolase 1b catalytic subunit 2 | 340,000 tested, 1.2% active | recombinant PAFAH1B2, FP-rhodamine activity probe, fluorescence polarization | AID 492953 | inhibition, % at 3.39 µM;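 active = inhibition above the mean of all tested compounds plus 3 SD, cut at about 24% in these data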;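 note: 0% = enzyme with DMSO and 100% = wells lacking PAFAH1B2; many of its hits are not listed in these tables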
# Target sequence (P68402 whole entry, looked up): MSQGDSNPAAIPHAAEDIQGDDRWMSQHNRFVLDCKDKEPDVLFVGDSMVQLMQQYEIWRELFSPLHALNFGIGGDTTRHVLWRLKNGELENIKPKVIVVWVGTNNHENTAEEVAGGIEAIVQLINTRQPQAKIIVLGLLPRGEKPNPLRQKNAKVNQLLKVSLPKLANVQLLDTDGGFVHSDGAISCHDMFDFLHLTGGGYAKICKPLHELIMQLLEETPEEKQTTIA
# EBNA-1 inhibitor = blocks EBNA-1 binding to DNA | inhibition, % at 14.8 µM | EBNA-1 DNA binding, fluorescence polarization | 300,000 tested, 0.34% active; in the data active = inhibition above about 28%
# PAFAH2 inh = inhibitors of human PAFAH2; 340,000 tested, 0.99% active; inhibition, % at 3.39 µM; AID 492956; recombinant PAFAH2, FP-rhodamine activity probe, fluorescence polarization;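 active = inhibition above the mean over all tested compounds plus 3 SD, cut at about 30% in these data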;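 note: inhibitors block probe labeling of enzyme so polarization drops; 0% = enzyme with DMSO and 100% = wells lacking PAFAH2 protein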
# ZTA DNA inh = ZTA (EBV) inhibition in EBNA-1 counter-screen | AID 2234 | 320,000 tested, 0.15% active | P03206 | ZTA-DNA binding, fluorescence polarization | inhibition, % at 11 µM; in the data active = inhibition above about 33%
# Target sequence (P03206 whole entry, looked up): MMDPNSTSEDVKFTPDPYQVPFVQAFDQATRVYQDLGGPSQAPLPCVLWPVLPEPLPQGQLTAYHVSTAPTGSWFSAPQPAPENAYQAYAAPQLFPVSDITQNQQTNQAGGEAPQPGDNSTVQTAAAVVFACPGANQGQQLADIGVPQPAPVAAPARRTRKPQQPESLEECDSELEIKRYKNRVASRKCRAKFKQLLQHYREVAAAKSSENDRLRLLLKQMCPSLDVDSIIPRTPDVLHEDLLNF
# LYPLA1 inh = blocks human lysophospholipase 1, a PME1 counter-screen; O75608; recombinant LYPLA1, FP-Rh probe fluorescence polarization; inhibition, % at 5.9 µM; 320,000 tested, 0.16% active;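 active = inhibition above the mean of all tested compounds plus 3 SD, set per campaign, cut at about 14% in these data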;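 note: inhibitors block serine hydrolase probe labeling of LYPLA1 so polarization falls; 0% = enzyme with DMSO and 100% = wells lacking LYPLA1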
# Target sequence (O75608 whole entry, looked up): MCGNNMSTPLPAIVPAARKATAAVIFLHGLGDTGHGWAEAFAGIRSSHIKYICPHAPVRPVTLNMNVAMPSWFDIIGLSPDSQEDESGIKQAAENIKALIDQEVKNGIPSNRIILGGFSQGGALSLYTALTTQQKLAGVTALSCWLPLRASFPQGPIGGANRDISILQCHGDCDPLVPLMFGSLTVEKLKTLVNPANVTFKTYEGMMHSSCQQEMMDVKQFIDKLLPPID
# PAFAH1B3 inh = blocks human PAF acetylhydrolase 1B catalytic subunit 3 | 340,000 tested, 0.28% active | AID 492972 | recombinant PAFAH1B3, FP-rhodamine probe, fluorescence polarization | inhibition, % at 3.39 µM;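 active = inhibition above the screen-wide average of all tested compounds plus 3 SD, cut at about 25% in these data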;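 note: 0% = enzyme with DMSO only and 100% = wells lacking PAFAH1B3 protein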
# PREPL inhibitor = inhibits the human prolyl oligopeptidase-like enzyme; 320,000 tested, 0.68% active; inhibition, % at 5.96 µM; recombinant PREPL, fluorescence polarization activity-based probe; Q4J6C6; in the data active = inhibition above about 43%;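 note: 0% = enzyme with DMSO and 100% = wells lacking enzyme; many of its hits are not listed in these tables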
# pPAFAH FP inh = pPAFAH (human) enzyme inhibition | Q13093 | recombinant pPAFAH, FP-rhodamine probe fluorescence polarization | inhibition, % at 3.39 µM | 330,000 tested, 1.5% active;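 active = inhibition above the mean inhibition across the screen plus 3 SD, cut at about 25% in these data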;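 note: inhibitors block binding of the rhodamine activity-based probe so polarization drops; 0% = enzyme with DMSO and 100% = wells lacking pPAFAH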
# * hit, by the source's call; . = no result given. Only part of the results is shown; the hit share may differ from the screen's.
# Order of values – LYPLA2 inh	PAFAH1B2 FP inh	EBNA-1 inhibitor	PAFAH2 inh	ZTA DNA inh	LYPLA1 inh	PAFAH1B3 inh	PREPL inhibitor	pPAFAH FP inh
> CC1=CC2=NC(=O)/C(=C\c3ccc(-c4cccc(Cl)c4)o3)C(=N)N2O1
  -20.6	-10.0	29.4*	-18.9	10.5	-14.2	-6.1	-12.3	-0.7
> Nc1nnc(SCC(=O)Nc2cc(C(F)(F)F)ccc2N2CCOCC2)s1
  2.5	-3.0	8.1	3.4	2.5	1.1	-6.0	6.9	2.1
> O=C1Nc2ccc(C(F)(F)F)cc2N2CCCC12 (stereo not given)
  -10.4	.	5.3	.	11.1	-5.7	.	0.4	4.0
> CC(C)OC(=O)c1cccnc1N1CCN(c2ccc(F)cc2)CC1
  -0.3	5.9	1.9	7.2	-24.8	1.6	5.1	12.2	10.0
> CCC(NC(=O)c1ccc2nc(Cc3ccc(OC)cc3)oc2c1)c1ccncc1 (stereo not given)
  9.2	0.3	4.0	-3.8	3.3	2.8	4.8	0.1	2.9
> CCC(=O)N1CCc2cc(S(=O)(=O)NC(C(=O)NC(C)c3ccccc3)C(C)C)ccc21 (stereo not given)
  -2.1	-0.5	3.3	0.6	13.7	-3.4	-5.8	10.3	-0.9
> CCOC(=O)C1(Cc2cccc(OC)c2)CCN(C2CCOCC2)CC1
  -6.3	0.1	3.2	2.4	7.0	-0.5	2.9	5.3	-0.1
> CC1CCN(C(=O)c2ccc(S(=O)(=O)Cc3cc(F)ccc3F)c([N+](=O)[O-])c2)CC1
  7.5	-3.9	6.4	-4.7	3.4	0.9	-10.5	0.1	3.4
> O=C(CCC(=O)N/N=C/c1ccc(Br)s1)NCc1ccccc1
  -3.4	4.9	13.6	2.9	8.0	-2.9	6.8	0.6	19.0
> Cc1nc2cc3ccccc3cc2n1C
  0.5	0.2	12.8	4.2	1.9	-1.3	3.8	1.8	-1.0
> Cc1ccc2[nH]c(C(F)(F)F)cc(=O)c2c1
  7.5	2.9	5.7	-2.6	12.8	1.9	3.6	2.1	7.9
> N#Cc1ccc(OCC(=O)n2cc(C(=O)c3cc(Cl)cc(Cl)c3O)cn2)cc1
  -4.8	.	1.9	.	6.0	-0.8	.	3.2	1.4
> CCc1ccc(NC(=O)CNC(=O)Cn2ccc3ccccc3c2=O)cc1
  5.2	1.4	3.7	-5.8	-3.9	1.4	-1.6	-2.1	2.0
> O=C(c1cc2c(ccc3ccccc32)oc1=O)N1CCCC1
  3.2	-0.3	-6.5	5.0	-6.8	-0.8	9.3	-5.2	-3.4
> COCCNC(=O)c1onc(CSc2cccc(OC)c2)c1C(=O)NCCOC
  2.1	2.1	-7.9	5.3	-0.4	1.2	10.1	2.3	-0.6
> CC(C)Cc1nnc(NC(=O)c2cc(-c3ccncc3)nc3ccccc23)s1
  -0.2	-1.0	9.1	3.7	6.8	-1.1	-3.1	-3.4	2.8
> CC(CCc1ccccc1)NC(=O)C(=O)N1CCOCC1 (stereo not given)
  0.4	6.0	-2.7	5.8	-21.8	2.5	7.7	-1.1	0.3
> COc1cccc(Nc2nnc(SCn3nnc4ccccc4c3=O)s2)c1
  -3.9	-10.3	43.1*	-1.5	4.3	-4.9	-14.2	3.4	-1.1
> COc1ccc(NC(=O)Nc2cccs2)cc1OC
  6.1	1.2	-0.8	4.2	2.3	-3.0	10.9	15.2	6.7
> O=C(OCc1nnc(-c2ccccc2)o1)C1CC(=O)N(CCc2ccccc2)C1 (stereo not given)
  1.2	-6.0	.	-0.6	-9.8	1.9	5.6	-4.2	15.9
> O=C(Cn1cnc2ccccc2c1=O)Nc1ccc(N2CCOCC2)cc1
  10.6	-0.9	-16.7	-5.5	-13.1	2.4	2.1	0.9	1.7
> Cn1nc(C(=O)OCC(=O)NCc2ccc(Cl)cc2)c2ccccc2c1=O
  .	-4.0	.	8.3	.	.	-1.3	-5.5	-2.7
> CCOC(=O)C1(CCOc2ccccc2)CCN(Cc2ccc(OC)c(O)c2)CC1
  0.5	1.2	-5.9	-3.4	-19.2	-0.6	-3.8	26.2	-4.7
> COc1ccc(NC(=O)C(=O)N/N=C/c2cccnc2)cc1
  0.5	4.4	3.5	-2.6	-12.1	2.5	6.8	-3.3	2.0
> O=C(O)c1ccc(NC(=O)c2cc3ccccc3o2)cc1
  -3.0	3.1	-3.6	13.6	9.3	0.3	4.0	-5.7	0.7
> N#Cc1c(NC(=O)C2CC2)sc2c1CCCCC2
  5.0	8.8	-7.2	-7.3	-17.2	-0.7	9.7	-6.0	3.4
> CCOc1ccc(Br)cc1/C=N/NC(=O)c1ccncc1
  6.0	0.3	0.2	4.4	7.0	4.3	-2.9	-4.0	5.4
> COC(=O)NNC(=O)c1ccc(C)c(Br)c1
  -0.6	-0.7	-3.6	3.1	10.5	3.8	0.5	1.9	1.2
> CN(C)CCNc1c2c(c(C#N)c3nc4ccccc4n13)CCCC2
  -2.4	-2.5	5.1	-3.2	17.2	-1.2	-8.0	38.5	4.3
> CN(C)c1ccc(/C=C/C(=O)c2c(O)c3ccccc3oc2=O)cc1
  -16.2	-18.8	-1.6	-44.2	-0.9	-6.9	-14.7	-4.6	8.7

# 3 consecutive entries from above:
# Order of values – LYPLA2 inh	PAFAH1B2 FP inh	EBNA-1 inhibitor	PAFAH2 inh	ZTA DNA inh	LYPLA1 inh	PAFAH1B3 inh	PREPL inhibitor	pPAFAH FP inh
> CCC(=O)N1CCc2cc(S(=O)(=O)NC(C(=O)NC(C)c3ccccc3)C(C)C)ccc21 (stereo not given)
  -2.1	-0.5	3.3	0.6	13.7	-3.4	-5.8	10.3	-0.9
> CCOC(=O)C1(Cc2cccc(OC)c2)CCN(C2CCOCC2)CC1
  -6.3	0.1	3.2	2.4	7.0	-0.5	2.9	5.3	-0.1
> CC1CCN(C(=O)c2ccc(S(=O)(=O)Cc3cc(F)ccc3F)c([N+](=O)[O-])c2)CC1
  7.5	-3.9	6.4	-4.7	3.4	0.9	-10.5	0.1	3.4

# (continued)
# Order of values – LYPLA2 inh	PAFAH1B2 FP inh	EBNA-1 inhibitor	PAFAH2 inh	ZTA DNA inh	LYPLA1 inh	PAFAH1B3 inh	PREPL inhibitor	pPAFAH FP inh
> CCOC(=O)N1CCC(NC(=O)C(C)n2c3ccccc3c3cnn(C)c(=O)c32)CC1 (stereo not given)
  -2.5	0.7	-9.9	-5.4	8.5	-2.8	0.0	-1.2	5.7
> Cc1ccc(S(=O)(=O)NC(C(=O)OCC(=O)NC(=O)c2cccn2C)C(C)C)cc1 (stereo not given)
  1.0	-1.0	-3.2	3.7	8.1	0.9	7.8	-7.5	6.0
> CCC(=O)c1cc(F)ccc1OCC(=O)Nc1ccc2c(c1)OCCO2
  -8.0	-1.2	.	-2.5	-3.0	-3.0	10.0	7.1	-2.0
> Cc1ccc(N(CC(=O)N2CCN(Cc3ccccc3)CC2)S(C)(=O)=O)cc1C
  -10.8	1.6	-3.1	0.7	-10.5	1.5	5.1	-0.3	-1.6
> O=C(COC(=O)c1cccs1)Nc1ccccc1[N+](=O)[O-]
  0.9	3.0	-10.5	74.6*	-6.7	0.1	-3.3	23.7	1.7
> O=C(O)CC1S/C(=N/N=C/c2ccc(-c3ccc(Cl)c([N+](=O)[O-])c3)o2)NC1=O (stereo not given)
  5.5	-1.6	-2.7	6.9	11.2	3.9	0.1	11.0	35.8*
> CC1(C)COC2(OC1)C(=O)N(CN1CCOCC1)c1ccccc12
  0.7	6.7	-3.7	6.5	15.8	1.9	7.1	-1.7	4.2
> CC(C)Cn1c(N)c(C(=O)CSc2nc3ccccc3c(=O)n2CCCN2CCOCC2)c(=O)n(C)c1=O
  -4.8	.	-7.2	.	3.8	2.1	.	-3.3	0.4
> COc1cccc(CNC(=O)C2CCN(S(=O)(=O)c3ccc(-n4cnnn4)cc3)CC2)c1
  -0.1	0.4	-2.6	-2.2	-6.8	-1.5	10.3	14.4	2.4
> COC(=O)c1c(F)c(F)c(N2CCOCC2)c(F)c1F
  -0.1	-3.7	0.9	1.7	0.1	-0.7	1.2	-7.3	1.2
> CCOC(=O)N1CCN(C(=O)COc2cccc3c2CCN(Cc2ccccc2F)C3=O)CC1
  5.0	-2.3	-6.6	4.6	-6.0	1.7	-0.7	4.4	2.4
> CC(C)(C)NC(=O)CSc1nnc(-c2c[nH]c3ccccc23)o1
  -5.8	-6.8	-12.8	0.9	-12.2	-5.8	1.9	1.8	6.1
> CC(C)C1Cc2[nH]c(=O)c(C(=O)O)cc2CO1 (stereo not given)
  6.3	4.1	2.2	-0.2	-3.1	-0.1	3.1	5.5	6.1
> COc1ccccc1C(=O)NCCC(=O)NCC(C)(C)N1CCOCC1
  1.8	7.9	0.4	-1.2	0.6	0.1	0.2	2.5	0.5
> CCOc1ccc2nc(N(CCN(C)C)C(=O)/C=C/c3cccs3)sc2c1
  1.0	8.3	9.1	0.8	18.2	0.1	10.8	6.9	8.4
> Cn1c(SCC(=O)Nc2ccc(N3CCOCC3)cc2)nnc1-c1ccccc1F
  -0.7	2.7	3.8	-0.3	9.4	2.0	7.8	4.4	1.5
> COc1ccccc1CNC(=O)COC(=O)c1nc(Cl)ccc1Cl
  2.5	0.6	-6.4	2.1	-0.3	1.5	-2.0	7.2	11.0
> COc1ccc(CCNC(=O)c2cc(COc3c(F)cccc3F)on2)c(OC)c1
  2.1	-0.8	9.6	-4.2	-15.4	2.4	3.2	3.1	2.0
> CCC(CC)c1nnc(NC(=O)CCN2C(=O)c3ccccc3C2=O)s1
  1.2	4.7	-0.5	3.9	0.6	1.4	-0.4	-22.2	3.2
> O=C(NC1CCCC1)c1cc2ccccc2o1
  -7.3	-1.0	-3.0	3.3	-5.4	2.3	3.6	13.5	-3.2
> O=C(O)c1ccc(N2CCOCC2)c(N2C(=O)C3C4C=CC(C4)C3C2=O)c1 (stereo not given)
  0.0	1.9	7.2	-1.5	13.9	0.2	6.0	-11.5	2.7
> O=C1c2ccsc2SCCN1Cc1c(Cl)cccc1Cl
  -1.4	4.2	1.0	5.8	16.9	0.9	6.0	-8.8	2.6
> COC(=O)c1ccc(/C=C2\SC(=S)N(CCCC(=O)NCCCN3CCOCC3)C2=O)cc1
  -10.8	-4.2	-1.0	-5.5	-11.5	-2.8	9.4	-2.2	-5.8
> C=CCNC(=O)c1ccc2nc(Cc3ccc(OC)cc3)oc2c1
  -1.1	1.5	0.4	10.7	-20.6	-4.4	4.1	2.0	3.5
> CCOC(=O)c1cc(C#N)c(SCC(=O)c2cc(C#N)c(SC)nc2C)nc1C
  -4.1	-2.5	5.1	-13.6	15.2	-3.5	-1.7	-2.2	4.2
> O=C(/C=C/c1ccccc1)NC(NC(=S)Nc1cccc(O)c1)C(Cl)(Cl)Cl (stereo not given)
  -51.4	-9.4	-3.9	-12.7	2.6	-28.6	-14.6	-7.0	-4.2
> Cc1cc(Cl)ccc1OCC(O)CN1C(C)CCCC1C (stereo not given)
  -1.8	.	-2.3	.	-12.2	0.0	.	16.4	0.7
> CCC(=O)N(CCc1ccccc1)Cc1cc2cccc(C)c2[nH]c1=O
  1.5	7.9	2.6	-2.9	-12.2	-1.1	-6.2	-13.2	-5.8
> CC(Sc1nc2cc(Cl)ccc2s1)C(=O)Nc1cccc(S(=O)(=O)N2CCOCC2)c1 (stereo not given)
  -26.8	-5.9	-5.8	-10.8	8.1	-16.4	2.4	6.1	5.5
> COCCn1c(SCC(=O)Nc2ccccc2)nc2c(oc3ccccc32)c1=O
  1.7	0.0	-5.1	-5.4	3.4	4.0	-7.5	-11.7	7.7
> Cc1cc(Cl)ccc1NC(=O)CCC(=O)O
  -2.0	1.7	-3.6	-1.6	3.5	-2.2	6.9	10.8	7.2
> COc1cc(/C=N/n2c(-c3ccc4c(c3)NC(=O)CO4)csc2=Nc2cccc(C)c2)ccc1O
  14.6	9.3	-9.8	0.1	-16.5	-1.4	12.5	28.6	33.5*
